# GLS inh – blocks human kidney-isoform glutaminase activity. O94925. GLS enzymatic activity, qHTS titration. Potency, µM (doses to about 45.5 µM), for inactives: at the highest dose activity change, negative = inhibition, most hits filed as inhibitors. 0.21% of 410,000 active. AID 624170; further: potency means the concentration at half of the fitted maximal effect; on the % scale 0 is the no-effect control and ±100 the full control effect
#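 hKGA; 45 mM KH2PO4 pH 8.2 + 0.02% Tween-20; cpd via pin tool; 1 mM Gln soln; GluOx/HRP/Amplex Red; RT 30 min; fluor. t0 & final.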
# G9a block – blocks human histone lysine methyltransferase G9a; Q96KQ7; G9a H3K9 monomethylation, AlphaScreen, 2 h; Potency, µM (titrated, usually from 102 µM), inactives show top-dose activity, negative = inhibition, hits mostly inhibitors; 8.8% of 350,000 active; further: potency means the concentration at half of the fitted maximal effect; on the % scale 0 is the no-effect control and ±100 the full control effect; nearly all actives have a fitted effect of over 75% in size
#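 Enzyme 20 nM + cpd, 15 min RT; add b-H3K9 pep 500 nM / SAM 20 uM; 2 h RT; anti-H3K9me1 Ab 0.5 ug/mL + SA donor / anti-rabbit acceptor beads 20 ug/mL each, 10 min; AlphaScreen read.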
# BAZ2B inh – BAZ2B (human) inhibition | Q9UIF8 | AlphaScreen BAZ2B-H3K14Ac peptide displacement | 4.4% of 360,000 active | Potency, µM (top dose mostly 114 µM), inactives show at the top dose activity change, negative = inhibition, actives largely listed as inhibitors; further: potency means the concentration at half of the fitted maximal effect; on the % scale 0 is the no-effect control and ±100 the full control effect; nearly all actives have a fitted effect of over 60% in size
#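 In this displacement format the biotinylated H3(5-23) peptide acetylated at Lys14 serves as ligand at 50 nM, with BAZ2B at 50 nM in PBS pH 7.4 containing 0.01% Tween-20. Donor and acceptor beads are 10 ug/mL final.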
# Pin1 inh – inhibitors of human Pin1; Pin1 FP peptide displacement, HiFluor488, 10 min; AID 504891; Q13526; 0.009% of 390,000 active; Potency, µM (highest dose often 115 µM), for inactives: top-dose activity, negative = inhibition, usual class: inhibitors; active means well fitted inhibition curve with a large enough effect in the polarisation, with a control signal flat, not every such curve was filed as active; inconclusive means small, poorly fitted or top-dose-only effect, or effect the other way, or a change in a side signal; inactive means no such curve, though single readings can be large or run the other way; the % refers to the polarisation; further: potency means the concentration at half of the fitted maximal effect; on the % scale 0 is the no-effect control and ±100 the full control effect
# Target sequence (Q13526 whole entry, looked up): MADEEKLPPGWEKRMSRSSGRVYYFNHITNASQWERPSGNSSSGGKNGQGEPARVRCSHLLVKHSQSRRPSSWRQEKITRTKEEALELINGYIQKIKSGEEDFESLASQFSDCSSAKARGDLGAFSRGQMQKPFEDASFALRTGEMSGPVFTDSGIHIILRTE
# POLH inh – DNA polymerase eta (human) inhibition | AID 588591 | Potency, µM (doses to about 114 µM), inactives show at the top dose activity change, negative = inhibition, most hits filed as inhibitors | recombinant Pol eta, fluorescent DNA replication assay | Q9Y253 | 1.2% of 390,000 active; further: potency means the concentration at half of the fitted maximal effect; on the % scale 0 is the no-effect control and ±100 the full control effect
#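 Pol eta (10 nM) was preincubated with compounds for 15 min at room temperature, after which fluorescent replication substrate (50 nM final) was added to start the reaction. Fluorescence was read kinetically at 0 and 10 min.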
# HP1b chromo inh – HP1-beta chromodomain-methylated histone interaction inhibition; P83916; AlphaScreen HP1-beta / biotin-H3K9me3 peptide binding; Potency, µM (titrated, usually from 114 µM), for the others: at the highest dose activity change, negative = inhibition, hits mostly inhibitors; 0.56% of 390,000 active; further: potency means the concentration at half of the fitted maximal effect; nearly all actives have a fitted effect of over 70% in size; inactives centre near 23
# Target sequence (P83916 whole entry, looked up): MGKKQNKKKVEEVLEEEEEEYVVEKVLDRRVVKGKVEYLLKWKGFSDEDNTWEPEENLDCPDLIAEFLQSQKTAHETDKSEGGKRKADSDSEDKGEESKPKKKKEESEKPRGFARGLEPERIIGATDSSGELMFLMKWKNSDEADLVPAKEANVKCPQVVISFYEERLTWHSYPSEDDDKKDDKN
#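 AlphaScreen: HP1-beta (50 nM) preformed 30 min with biotin-H3(1-18)K9me3 peptide (50 nM) in PBS pH 7.4, 0.01% Tween-20. Compound added for 30 min at RT, then streptavidin donor/nickel chelate acceptor beads (10 ug/mL) for 30 min.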
# PGK inhibitor – blocks T. brucei phosphoglycerate kinase; PGK/GAPDH coupled, Kinase-Glo luminescence, 60 min; Potency, µM (doses to about 57.5 µM), for inactives: at the top dose activity change, negative = inhibition, most hits filed as inhibitors; 0.043% of 380,000 active; AID 602233; further: potency means the concentration at half of the fitted maximal effect; on the % scale 0 is the no-effect control and ±100 the full control effect; nearly all actives have a fitted effect of over 60% in size
#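 Recombinant glycosomal PGK reaction used 1,3-bisphosphoglycerate generated in-well by GAPDH (100nM final) in 100mM TEA pH 7.6, 5mM MgCl2, 0.01% Tween-20. After 60 minutes at room temperature, ATP was read by Kinase-Glo Plus luminescence end-point.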
# PI4K2A block – blocks human PI4K2A kinase activity; Q9BTU6; purified PI4K2A, ADP-Glo luminescence, 1 h; active compounds read low; activity change, negative = inhibition, % at 76.9 µM; 0.13% of 420,000 active; AID 1346378; in the data active means activity change below about -50%; inconclusive means mostly about -30% to -49%;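 further: -100% = wells without enzyme as full effect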
# Target sequence (Q9BTU6 whole entry, looked up): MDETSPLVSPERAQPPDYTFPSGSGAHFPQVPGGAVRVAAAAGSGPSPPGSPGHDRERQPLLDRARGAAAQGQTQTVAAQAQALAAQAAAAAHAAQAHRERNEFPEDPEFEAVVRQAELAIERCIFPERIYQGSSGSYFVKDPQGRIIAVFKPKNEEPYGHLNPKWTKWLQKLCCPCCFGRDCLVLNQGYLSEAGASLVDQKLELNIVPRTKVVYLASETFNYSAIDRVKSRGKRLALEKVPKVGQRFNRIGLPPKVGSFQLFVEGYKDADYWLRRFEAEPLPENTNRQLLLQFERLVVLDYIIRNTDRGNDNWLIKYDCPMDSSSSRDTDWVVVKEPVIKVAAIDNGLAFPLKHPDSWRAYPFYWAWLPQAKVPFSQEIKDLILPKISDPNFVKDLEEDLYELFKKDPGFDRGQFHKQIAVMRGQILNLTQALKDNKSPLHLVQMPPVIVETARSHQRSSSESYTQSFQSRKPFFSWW
#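 In this quantitative HTS, ADP production by PI4K2A was quantified luminescently after 1 h at ambient temperature; 100 microM adenosine served as plate-quality control.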
# JMJD2A Tudor – inhibitors of human JMJD2A Tudor domain | AlphaScreen JMJD2A-Tudor / H3K4me3 peptide binding | Potency, µM (doses to about 114 µM), for the others: at the top dose activity change, negative = inhibition, usual class: inhibitors | 4.4% of 390,000 active; further: potency means the concentration at half of the fitted maximal effect; on the % scale 0 is the no-effect control and ±100 the full control effect; nearly all actives have a fitted effect of over 50% in size
# * = called active by the depositor; i = inactive; ? = inconclusive; · = not tested or not shown; & = joins results of further samples; [ ] = remark or other dose. Unless noted, the call rests on the fitted dose curve; in most records, active means well fitted curve in the direction sought with a large enough effect; inconclusive means small, poorly fitted or top-dose-only effect, or another doubt; inactive means no such curve, though single readings can be large; an effect the other way counts as inactive or inconclusive. Not all compounds are listed; count on the stated rates, not on these rows.
SMILES,GLS inh,G9a block,BAZ2B inh,Pin1 inh,POLH inh,HP1b chromo inh,PGK inhibitor,PI4K2A block,JMJD2A Tudor
C/C(CC(=O)Nc1ccc([N+](=O)[O-])cc1)=N\NC(=O)c1ccccc1[N+](=O)[O-],-3%,·,-6%,-2%,-18%,33%,i,-3,-18%
COC(=O)C1=C(Nc2ccc(C)cc2)C=C(C)C(C(=O)OC)C1c1cccc(OC)c1 (stereo not given),-12%,18%[59 µM],19%,18%,-25%,82%,1%,6,7%
O=C(O)CC/C(=N\NC(=O)c1ccccc1Br)c1ccccc1,-4%,1%[59 µM],3%,-3%,-10%,7%,-1%,2,-1%[57.1 µM]
C/C=C/c1ccc(OCC(=O)N2CCc3cc(OC)c(OC)cc3C2)c(OC)c1,-16%,-25%,?,-5%,-15%,7%,-12%,-4,-22%
CCC(CO)Oc1cc(NC(=O)c2cccc(F)c2)c2ncn(C(C)C)c2c1 (stereo not given),?,·,·,-9%,7%,14%,1%,-11,-25%
COc1ccccc1N1CSC2=C(C#N)C(c3ccc(SC)cc3)CC(=O)N2C1 (stereo not given),-24%,2.2µM*,50µM*,·,45µM*,22µM*,-8%,-17,18µM*
C(=N\N=C\c1ccccn1)/c1ccccn1,-9%,2%,50µM*,-5%,-19%,59%[activator],-10%,5,?
Cc1cc(C=O)c(C)n1-c1ccc2c(c1)OCO2,-2%,?,?,0%,2%,-7%,i,3,?
CCOC(=O)c1cnc(COc2ccc(OC)cc2)[nH]c1=O,0%,1%,0%,3%,-4%,17%,i,-6,?
Clc1cccc(CNCCCSc2ncccn2)c1,-5%,?,0%,?,-25%,39%[activator],-3%,-1,7%
CC12CCC(C3NC(=S)NN=C31)C2(C)C (stereo not given),-3%,·,·,-2%,-14%,14%[57 µM],i,-5,-16%
O=C(Nc1cccc(N=Cc2cc(Cl)cc(Br)c2O)c1)c1ccco1,-17%,23%[59 µM],?,?,?,-19%,-8%,-7,-33%
CC(C)c1csc(CN2CCN(CCc3ccccc3)C(CCO)C2)n1 (stereo not given),3%,·,-3%,0%,-2%,21%,-3%,-1,-11%
CCC(C)(C)NC(=O)C(OC(=O)c1ccco1)c1ccc(OC)cc1 (stereo not given),1%,·,2%,-7%,-2%,23%,-1%,-1,-10%
O=C(Nc1cccc2ncccc12)c1cccc(F)c1,3%,·,8%,1%,-10%,48%[activator],-13%,0,-6%
O=C(O)CCn1c(C(=O)O)cc2sccc21,6%,-51%[59 µM],?,-8%,?,36%[activator],-5%,-1,?
c1ccc(-n2nnc(-c3cccnc3)n2)cc1,12%,-15%[59 µM],-22%,-1%,-4%,18%,5%,-7,-18%
C=CCNC(=S)N1CCN(c2ccccc2Cl)CC1,4%,?,-21%,3%,-18%,49%[activator],9%,-3,-2%
Cc1ccc(-c2ccc(=O)n(CC(=O)NCCN3CCCCC3C)n2)cc1 (stereo not given),19%,-1%[12.7 µM],-7%,-5%,-12%,24%,-6%,2,-26%
O=C(Cc1ccccc1)NCC(=O)N/N=C/c1ccc([N+](=O)[O-])s1,-2%,-7%,-4%,-7%,-15%,2%,-2%,-9,-12%
O=C(CCCCCN1C(=O)[C@@H]2Cc3ccccc3CN2C1=O)N[C@@H](Cc1ccc(O)cc1)C(=O)O,29%,·,3%,1%,-1%,16%,4%,-1,-21%
NS(=O)(=O)c1cccc(NC(=O)CSc2nnc(C3CC3)n2C2CC2)c1,1%,9%[2.33 µM],7%,-1%,-8%,58%[activator],-10%,-3,1%
CSc1ccccc1NC(=S)N/N=C/c1cccn1Cc1ccc(F)cc1,?,32µM*,28µM*,-2%,-20%,-15%,-3%,-5,35µM*
COc1ccc(-c2ccc3c(c2)S(=O)(=O)c2cccc(C(=O)NC4CCCCC4)c2C3=O)cc1OC,3%,15%[2.33 µM],31%[activator],-1%,-4%,34%,4%,1,-11%
O=C(CNC(=S)NC(=O)c1ccccc1Br)c1ccccc1,-16%,3%,12%,?,6%,-9%,-5%,1,-8%
Brc1ccc(-c2nnc3ccc(N4CCN(c5ccccc5)CC4)nn23)cc1,-5%,0%,-4%,2%,?,123%[activator],-5%,5,-22%
CC(=O)NC(CCS(C)(=O)=O)C(=O)Nc1cccc(C)c1 (stereo not given),1%,11%[59 µM],-6%,-6%,-8%,34%,-3%,-2,-3%
O=C1CC(C(=O)O)(c2ccccc2)c2cccc(F)c21 (stereo not given),5%,22%,9%,1%,-5%,18%,5%,6,3%
Cc1ccc(C(=O)NN2C(=O)C3C(C2=O)C2C=CC3C23CC3)cc1 (stereo not given),11%,4%,-1%,2%,-4%,45%[activator],-5%,1,-5%
c1ccc(-c2nnnn2-c2ccccc2)cc1,-5%,·,6%,-6%,-17%,18%,-5%,4,-11%
COc1ccc(-c2cc3nc(-c4ccc(C)cc4)cc(C(F)(F)F)n3n2)cc1,-9%,-32%[59 µM],7%,4%,-6%,39%,6%,-2,9%
OC(CNC1Cc2ccccc2C1)c1ccccc1 (stereo not given),-1%,1%,-1%,-3%,-4%,-6%,-12%,-11,-15%
CCOC(=O)N1CCN(CCC(=O)Nc2ccc(OC)cc2OC)CC1,15%,13%[59 µM],5%,1%,8%,-2%,-1%,13,-19%
COc1ccc(NC(=O)c2cc(C3CC3)on2)c(OC)c1,2%,45µM*,7%,-5%,1%,60%[activator],-3%,-6,1%
Cc1[nH]n(-c2ccccc2)c(=O)c1/C=N/O,0%,·,50µM*,1%,-5%,8%,-8%,-1,79µM*
O=C(Nc1cccnc1)c1cc(-c2ccc(Br)cc2)nc2ccccc12,2%,-13%,-34%,6%,-18%,-14%,-8%,-1,-17%
O=C(CCNC(=O)c1ccc(Br)cc1)Nc1ncccc1O,15%,·,·,-3%,1%,39%[activator],-6%,1,-5%
COc1ccc(NC(=O)CSc2nc3ccncc3[nH]2)c(OC)c1,2%&-2%,0%,-14%&-2%,-9%&-6%,-11%&-3%,15%[57 µM],i,2&2,-9%&-13%
CC(C)(CO)Nc1nc(N2CCCC2)nc(N2CCCC2)n1,58%[activator],5%[59 µM],4%,0%,0%,?,0%,0,?
CCCCn1c(SCC(=O)NCc2ccco2)nc2ccccc2c1=O,5%,-68%,-2%,1%,?,24%,-5%,0,-20%
Cn1cc(CN2CCC(n3nccc3NC(=O)CCc3ccccc3)CC2)cn1,-2%,15%,3%,19%,-24%,40%[activator],4%,-2,9%
CC(C)(C)c1cc(C2=CSC3=NCCN23)cc(C(C)(C)C)c1O,-8%,11%[0.501 µM],?,-6%,-6%,17%,i,0,-33%
COc1ccc(CCN2CC(C(=O)N(C)CC(=O)Nc3cccc(F)c3)CC2=O)cc1OC (stereo not given),-8%,·,-2%,2%,-15%,29%,i,1,-4%
CCCCN(C(=O)c1ccc(N2C(=O)c3ccccc3C2=O)cc1)c1c(N)n(CC(C)C)c(=O)[nH]c1=O,-21%,?,4%,1%,2%,14%,-6%,-2,-8%
CC(C)CC(=O)Nc1ccc(S(=O)(=O)Nc2nccs2)cc1,2%,48%,-2%,-1%,3%,39%,11%,-3,-2%
O=C(OCc1nc2ccccc2[n+]([O-])c1C(=O)c1ccccc1)c1ccco1,-2%,?,-27%,-1%,-13%,-9%,i,3,-9%
CCCCN(C)C(=O)Cn1ncc2c([nH]c3ccc(C)cc32)c1=O,-3%,-6%[59 µM],8%[57.1 µM],2%,-6%,21%,0%,0,-8%
COc1ccc(Cn2ccc3nc(C)c(C(=O)NCc4ccc(SC)cc4)cc3c2=O)cc1,-4%,0%[59 µM],-10%,15%,-29%,-12%,-11%,-4,-27%
CN1/C(=C\C(=O)c2oc3ccccc3c2N)C(C)(C)c2ccccc21,-1%,-56%[59 µM],38%[activator],-1%,-4%,21%,6%,0,2%
Cc1cccc(C)c1NC(=O)CSc1ncc2c(n1)-c1ccc(Cl)cc1N(Cc1ccccc1)S2(=O)=O,2%,-2%[59 µM],-21%,1%,1%,33%,7%,3,-12%
# Remaining list, next part
SMILES,GLS inh,G9a block,BAZ2B inh,Pin1 inh,POLH inh,HP1b chromo inh,PGK inhibitor,PI4K2A block,JMJD2A Tudor
CCOC(=O)c1c(C)[nH]c(CCC(=O)NCCCN2CCN(c3cc(C)ccc3C)CC2)c1C,7%,?,-33%,-5%,-21%,0%[57 µM],-4%,-2,?
COc1ccc(OC)c(-c2csc(NC(=O)CSCc3c(C)noc3C)n2)c1,-4%,16%[0.501 µM],?,11%,-15%,-25%,0%,-2,?
COc1ccc(CNC(=O)Cn2nc(C(F)(F)F)c3c2CCC3)cc1,·,-24%[12.7 µM],20%,-2%,-5%,26%,0%,-1,15%
O=C(CCC1CCCN(C(=O)c2cccs2)C1)N1CCN(c2ccccn2)CC1 (stereo not given),0%,-3%,-5%,-10%,-4%,40%[activator],2%,-1,-2%
CCc1noc(C)c1C(=O)Oc1ccc(N(C)S(=O)(=O)c2ccc(C)c(C)c2)cc1,0%,15%[12.7 µM],0%,-2%,-5%,16%,i,3,-1%
O=C(CSc1nncs1)Nc1cccc2ccccc12,0%,-13%,11%,17%,-7%,26%,-3%,2,-3%
c1coc(-c2nc3nc4ccccc4n3nc2-c2ccco2)c1,5%,10µM*,-11%,1%,?,22%,3%,-28,-7%

# Bioassay records from PubChem BioAssay.
